BoNT A protease = BoNT/A light chain protease inhibitors, primary screen, biochemical, flow cytometry, MLPCN library. Botulinum neurotoxin type A light chain protease (Clostridium botulinum A str. ATCC 3502). multiplex microsphere protease substrate cleavage. 360,000 tested, 0.17% active. inhibition, % at 10 µM. AID 588499, 2011; in the data active = inhibition above about 30%; inconclusive = no clear call, values can overlap the other calls; also: plate controls were buffer without enzyme for full effect and enzyme alone for no effect
PrPC surface inh = inhibitors of human cell surface prion protein PrPC, primary screen, cell-based, TR-FRET; TR-FRET read-out; inhibition, % at 13.8 µM; 370,000 tested, 0.43% active; in the data active = inhibition above about 24%; also: 0% = median of the test wells and 100% = reference compound wells
CCHF vOTU inh = CCHFV vOTU protease inhibitors, primary screen, biochemical, Pep-AMC substrate, fluorescence. inhibition, % at 11.5 µM. 370,000 tested, 0.55% active; also: 0% = vehicle wells with enzyme and 100% = no enzyme wells
BioA inh = M. tuberculosis BioA enzyme inhibitors, primary screen, biochemical, plate reader, single point, HTS; inhibition, % at 9.99 µM; AID 602481, 2012; purified M. tuberculosis BioA enzyme; 360,000 tested, 0.096% active; in the data active = inhibition above about 40%; inconclusive = no clear call, values can overlap the other calls
UGM FP inh = M. tuberculosis UGM enzyme inhibitors, primary screen, biochemical, fluorescence polarization, single point. UDP-galactopyranose mutase (Mycobacterium tuberculosis (strain ATCC 25618 / H37Rv)), …. purified UGM, fluorescence polarization probe displacement. inhibition, % at 10 µM. 320,000 tested, 0.06% active. AID 504406, 2011; in the data active = inhibition above about 10%, passing the limit was not always enough; inconclusive = no clear call, values can overlap the other calls
Target sequence (P9WIQ1 whole entry, looked up): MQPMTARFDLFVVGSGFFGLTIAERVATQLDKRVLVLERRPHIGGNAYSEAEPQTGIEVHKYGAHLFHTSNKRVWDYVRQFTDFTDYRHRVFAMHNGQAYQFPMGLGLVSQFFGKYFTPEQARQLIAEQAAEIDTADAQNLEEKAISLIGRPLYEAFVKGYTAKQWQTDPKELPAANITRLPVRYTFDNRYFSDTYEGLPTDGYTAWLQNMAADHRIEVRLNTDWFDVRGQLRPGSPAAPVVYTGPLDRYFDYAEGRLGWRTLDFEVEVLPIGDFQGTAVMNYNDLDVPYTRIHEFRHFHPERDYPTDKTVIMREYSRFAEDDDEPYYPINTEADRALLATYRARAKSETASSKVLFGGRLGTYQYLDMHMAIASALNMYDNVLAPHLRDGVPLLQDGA
Mtb FBA inh = Mtb FBA enzyme inhibitors, primary screen, biochemical, fluorescence, strain H37Rv. inhibition, % at 1 µM. purified M. tuberculosis FBA, fluorescence read-out. Fructose-bisphosphate aldolase (Mycobacterium tuberculosis (strain ATCC 25618 / H37Rv)), …. 360,000 tested, 2.3% active. AID 588726, 2011; in the data active = inhibition above about 27%;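 also: 0% = vehicle and 100% = reference inhibitor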
Target sequence (P9WQA3 whole entry, looked up): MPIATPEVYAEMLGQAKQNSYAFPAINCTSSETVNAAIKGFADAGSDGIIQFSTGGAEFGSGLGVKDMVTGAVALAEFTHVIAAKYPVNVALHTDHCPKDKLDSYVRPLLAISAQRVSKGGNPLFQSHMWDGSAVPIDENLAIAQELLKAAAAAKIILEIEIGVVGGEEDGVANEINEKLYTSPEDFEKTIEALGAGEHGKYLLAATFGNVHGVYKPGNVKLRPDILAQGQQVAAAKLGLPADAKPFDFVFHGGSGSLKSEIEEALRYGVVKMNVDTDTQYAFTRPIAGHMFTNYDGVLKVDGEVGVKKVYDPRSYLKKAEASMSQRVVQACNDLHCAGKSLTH
GDH-TPI counter = GDH-TPI coupling enzyme inhibitors, primary screen, artefact control for M. tuberculosis FBA inhibitor project, biochemical, absorbance, full deck; GDH-TPI coupled enzyme counterscreen, NADH absorbance; inhibition, % at 4.8 µM; 360,000 tested, 1.2% active; AID 588335, 2011;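 also: 0% = DMSO wells and 100% = wells lacking the enzyme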
BoNT-F LC inh = BoNT/F light chain protease inhibitors, primary screen, biochemical, flow cytometry, MLPCN library. 360,000 tested, 0.22% active. Botulinum neurotoxin type F light chain protease (Clostridium botulinum). inhibition, % at 10 µM. Multiplex microsphere protease cleavage assay; in the data active = inhibition above about 35%, passing the limit was not always enough; inconclusive = no clear call, values can overlap the other calls; also: plate controls were buffer without enzyme for full effect and enzyme alone for no effect
FadD28 FP inh = inhibitors of FadD28 bisubstrate probe binding, primary screen, biochemical, fluorescence polarization, single point; inhibition, % at 12.5 µM; 360,000 tested, 0.22% active; AID 588549, 2011; in the data active = inhibition above about 8.5%, passing the limit was not always enough; inconclusive = no clear call, values can overlap the other calls
Starred values were filed as active, the others as inactive; ? = inconclusive; . = not tested or not shown. Rule as the data show it, unless noted: active = inhibition above about 30%; inactive = the rest.

SMILES	BoNT A protease	PrPC surface inh	CCHF vOTU inh	BioA inh	UGM FP inh	Mtb FBA inh	GDH-TPI counter	BoNT-F LC inh	FadD28 FP inh
Nc1c(S(=O)(=O)c2ccccc2)c2nc3ccccc3nc2n1C1CC1	0.0	5	-14	.	1.5	18	3	-6	-3.1
Cn1c(=S)c2[nH]c(SCCC(C)(C)C)nc2n(C)c1=O	0.7	3	3	.	.	7	21	-2	-2.9
Cc1ccc(NC(=O)CO/N=C/c2ccccc2C)c(C)c1	-0.1	1	-8	.	0.5	-1	-1	2	-1.1
COCCNc1nc(=S)[nH]c2cc(OC)c(OC)cc12	0.9	0	4	0.3	2.4	-3	19	1	-1.4
CCOC(=O)C1=C(COC(=O)C2CC(=O)N(CCc3ccccc3)C2)NC(=O)NC1C (configuration not stated)	0.7	1	5	0.1	-0.4	-1	7	0	-2.5
CC(C)Cn1c(N)c(C(=O)COC(=O)c2cc3ccccc3cc2O)c(=O)n(C)c1=O	0.1	-2	9	2.8	2.7	2	-9	-7	-6.4
CC(=O)N1C[C@H]2CON(C)[C@H]2C[C@H]1c1cccc(-c2ccccc2C)c1	-0.9	10	-2	0.1	.	3	-4	-5	-1.0
Cc1ccccc1-n1c(SCC(=O)N/N=C/c2sccc2C)nc2ccccc2c1=O	-0.7	0	4	.	-0.4	0	1	-4	-5.9
Cc1cccc2sc(NC(=O)c3cccc(S(=O)(=O)N4CCc5ccccc54)c3)nc12	0.6	-3	-8	.	1.1	2	3	0	0.7
CC(Oc1ccc(F)cc1)C(=O)Nc1ccccc1C(=O)NC1CC1 (configuration not stated)	-6.0	7	-5	.	-0.2	10	-6	-12	1.8
C=CCc1cccc(CNc2ccc(Br)cc2)c1O	-3.4	1	0	.	1.9	2	-1	-11	-1.4
CCc1sc(C(=O)NNC(=O)c2cncc(Br)c2)cc1C	-0.2	2	-12	0.6	0.9	-1	25	-8	-0.6
COc1ccc(C2NC(=O)NC(C)=C2C(=O)Nc2cccc(C)c2C)cc1 (configuration not stated)	-1.0	4	-3	-0.7	-0.6	3	3	-10	-2.1
CC(C)CN(CC(C)C)C(=O)c1cc(S(=O)(=O)N2CCCCC2)c[nH]1	1.4	7	16	.	-0.1	1	1	4	-0.1
O=C(Nc1ccccc1N1CCOCC1)c1ccc2c(c1)C(=O)N(Cc1ccncc1)C2=O	1.8	-3	-7	-1.9	0.6	-3	8	-80	-1.4
CC(OC(=O)c1cc(=O)c2cc(Cl)ccc2o1)C(=O)N1CCCC1 (configuration not stated)	-3.1	-2	1	-1.6	.	-2	7	3	-3.6
CC(/C=N/NC(=O)c1ccccn1)=C\c1ccco1	-0.7	-9	-2	0.9	.	0	25	-26	-0.8
CC(=O)CSc1nc2ccc(Nc3nc(N4CCOCC4)nc(N4CCOCC4)n3)cc2s1	0.4	-2	0	-1.3	1.5	2	21	2	-2.5
CC1(C)NC(=O)N(CC(=O)OCC(=O)Nc2cccc(F)c2)C1=O	0.0	8	4	1.7	-2.4	1	-6	?	-4.4
CCOc1cc(/C=N/NC(=O)c2cccnc2)ccc1OCC(N)=O	-1.2	7	-5	.	0.0	-2	14	-5	-0.5
Cc1cc(C)n2nc(SCC(=O)N(C)C)nc2n1	0.0	7	8	4.7	-2.7	3	-5	-2	-1.9
O=C(CSc1nc(O)cc(=O)n1-c1ccccc1)Nc1ccc(Br)cn1	-0.5	-9	9	2.2	0.0	4	5	-2	-0.2
C/C=C(\C)C(=O)O[C@@H]([C@H](O)c1cc2ccc(=O)oc2cc1OC)C(C)(C)O	-0.8	-1	-17	-0.5	2.2	38*	18	-8	-0.7
C=CCn1c(SCC(=O)NC2CC2)nc2ccccc2c1=O	-1.9	-5	5	-1.6	3.7	-2	3	-8	-0.9
COc1ccc2[nH]c(=O)c(CN(CC3CCCO3)S(=O)(=O)c3ccccc3F)cc2c1 (configuration not stated)	0.9	7	-35	-0.8	-1.5	10	0	0	-0.1
S=C(Nc1ccc2nsnc2c1)N1CCCC1	2.1	-24	105*	9.3	-1.2	-2	2	-10	-3.9
COc1ccc(CCNc2nc(-c3ccccn3)cs2)cc1OC	-1.5	-3	9	.	2.0	2	22	-5	-3.6
CN(C(=O)c1ccc(S(=O)(=O)N2CCOCC2)cc1)C1CCS(=O)(=O)C1 (configuration not stated)	5.0	0	-4	0.5	3.6	-4	1	11	-1.0
CC(=O)N1CC(=O)N(Cc2ccccc2)/C(=C/c2ccccc2)C1=O	0.0	6	11	.	-1.0	-2	0	-1	-0.5
COc1ccc(NC(=O)c2c(N)cnn2C)cc1	-2.5	2	13	-1.3	-1.1	-2	8	-1	0.0
CCCS(=O)(=O)NC(=O)C1(C)CCCN(C(=O)c2ccc(F)cc2Cl)C1 (configuration not stated)	-0.3	.	.	0.1	.	-7	-2	-2	-2.7
CCOC(=O)c1[nH]c2ccc(OCC)cc2c1NC(=O)CN1CCCC(C)C1 (configuration not stated)	0.0	1	-6	6.1	3.5	38*	8	-7	-2.0
CC1CCCC(C)N1C(=O)COC(=O)c1ccco1 (configuration not stated)	0.2	3	17	-1.9	-2.6	-1	0	-8	-2.0
CCCC(=O)NC(=S)Nc1ccccc1F	-1.2	6	7	0.0	-0.9	3	9	-31	-0.2
O=C1NC(=O)C2(Cc3ccccc3N3CCCC32)C(=O)N1 (configuration not stated)	0.1	-10	-2	-1.6	0.9	6	9	-4	-3.4
O=C(CCN1C(=O)C2C3CCC(C3)C2C1=O)Nc1cccc(Cl)c1 (configuration not stated)	4.7	-3	5	-0.6	0.7	4	2	4	.
O=C(NCCS(=O)(=O)c1ccc(Br)cc1)c1ccccc1Cl	-2.3	-1	-2	-1.3	-1.1	4	-2	-7	-2.5
CCn1c(COc2ccc(Cl)cc2)nnc1SCc1nc2ccccc2[nH]1	1.9	4	-16	-1.3	-1.2	1	8	8	-4.8
COCCNC(=O)c1ccccc1NC(=O)Cc1ccccc1[N+](=O)[O-]	-1.3	-31	6	-0.6	2.2	-1	5	-7	-1.3
c1ccc2c(c1)CCc1snnc1-2	-2.3	-4	0	-0.6	0.5	3	9	40*	-2.1

Entries of single compounds, quoted from the list.
CCCS(=O)(=O)NC(=O)C1(C)CCCN(C(=O)c2ccc(F)cc2Cl)C1 (configuration not stated) as listed: BoNT A protease: -0.3; PrPC surface inh: .; CCHF vOTU inh: .; BioA inh: 0.1; UGM FP inh: .; Mtb FBA inh: -7; GDH-TPI counter: -2; BoNT-F LC inh: -2; FadD28 FP inh: -2.7
COCCNC(=O)c1ccccc1NC(=O)Cc1ccccc1[N+](=O)[O-] as listed: BoNT A protease: -1.3; PrPC surface inh: -31; CCHF vOTU inh: 6; BioA inh: -0.6; UGM FP inh: 2.2; Mtb FBA inh: -1; GDH-TPI counter: 5; BoNT-F LC inh: -7; FadD28 FP inh: -1.3

Further structures.
SMILES	BoNT A protease	PrPC surface inh	CCHF vOTU inh	BioA inh	UGM FP inh	Mtb FBA inh	GDH-TPI counter	BoNT-F LC inh	FadD28 FP inh
Cc1csc(NC(=O)CSc2nnc(-c3ccoc3C)n2C(C)c2ccccc2)n1 (configuration not stated)	-0.1	-3	5	0.7	-2.2	-1	-2	2	-3.7
COc1ccc(C(CNC(=O)c2cccc(S(=O)(=O)NCc3ccccc3)c2)N2CCOCC2)cc1 (configuration not stated)	-4.3	-6	-4	1.4	-0.3	2	-6	?	-1.4
COc1ccc(Cl)cc1NC(=O)[C@@H]1CCCN1C(=O)c1cccs1	0.2	-1	-21	.	0.7	1	10	-4	-1.0
CCOCCCn1c(-c2ccc(Cl)cc2)n[nH]c1=S	1.2	2	9	-1.3	-1.9	4	-2	10	0.3
CC(=O)n1c2c(c3ccccc31)OC(N)=C(C#N)C2c1cccc(Cl)c1Cl (configuration not stated)	0.8	2	11	.	2.0	17	14	-4	0.2
COc1ccc(OC)c(NC(=O)C(C)SCc2nc3sc(C)c(C)c3c(=O)[nH]2)c1 (configuration not stated)	-4.3	4	4	0.6	0.4	3	12	-10	-1.7
CCC1CCCCN1CCCNC(=O)c1c(O)nc2c(C)cccn2c1=O (configuration not stated)	-0.5	-5	-5	0.1	-2.9	3	1	6	-3.2
CC1(C(=O)N2CCCCC2)CCN1C(=O)Cc1ccc(-c2ccccc2)cc1 (configuration not stated)	0.2	-1	4	0.2	.	-3	9	3	-2.6
COC(=O)C(C)Oc1cc(C)ccc1COc1ccc(-n2nc(C)n(C(F)F)c2=O)cc1 (configuration not stated)	-1.9	-3	0	-0.7	-4.8	-1	-4	?	-3.6
Cc1c(C)n2c(SCC(=O)NC3CCCCC3)nnc2[nH]c1=O	-0.2	-6	1	.	2.3	32*	4	5	-1.8
Cc1cc(C(=O)Nc2ccccc2C(=O)N2CCCCC2)ccc1[N+](=O)[O-]	-0.4	-9	-11	-1.0	3.5	6	6	-4	-1.2
CC1Cc2ccccc2N1c1ncnc(N)c1[N+](=O)[O-] (configuration not stated)	0.1	-30	19	.	2.4	-7	-3	2	-2.1
CCCCCn1c(CN2CCN(Cc3ccccc3)CC2)nc2c1c(=O)[nH]c(=O)n2C	-0.8	-10	-2	0.7	-0.7	6	2	-1	-0.6
O=C(Cc1c(F)c(F)c(F)c(F)c1F)Nc1nc(-c2ccccc2)cs1	-0.1	-1	5	-0.4	-0.8	-2	3	2	-1.3
CC(Sc1nnc(Cc2cccs2)n1C1CCCCC1)C(N)=O (configuration not stated)	-0.6	-1	-3	0.8	-0.3	3	-2	-10	-2.2
Cc1cc(OC(C)C(=O)NCc2ccncc2)c2c3c(c(=O)oc2c1)CCC3 (configuration not stated)	-1.9	4	3	1.9	2.1	64*	9	-5	-3.4
CN(CC(=O)Nc1ccccc1Cl)CC(=O)c1c(N)n(Cc2ccccc2)c(=O)n(C)c1=O	.	-8	-3	6.3	-0.3	1	0	.	-1.5
Nc1nc(-c2ccc3c(c2)NC(=O)CO3)cs1	-0.2	10	-9	-2.8	-2.2	0	-11	0	-4.3
Cc1ccc(NC(=O)CC2S/C(=N/N=C/c3c[nH]c4ccccc34)NC2=O)cc1 (configuration not stated)	0.1	-1	-7	-0.4	-1.7	-2	39*	1	0.2
CCc1ccc(N2CC(C(=O)N/N=C/c3ccccc3OC)CC2=O)cc1 (configuration not stated)	-2.1	-4	12	-0.4	0.5	-2	1	1	-4.5
CC(=O)N1N=C(c2ccc(Br)cc2)CC1c1cn(C)c2ccccc12 (configuration not stated)	2.1	-3	4	-0.5	-1.0	2	-1	3	-1.0
CCCCn1nnnc1C(c1cc2ccccc2o1)N(C)Cc1ccc(Cl)cc1 (configuration not stated)	-0.8	4	13	.	.	.	.	-18	.
Oc1ccccc1N=Cc1c(O)ccc2ccccc12	7.7	-2	-5	-0.4	.	2	13	29	0.4
Cc1ccc(OCCSc2nc(NC(C)C)nc(NC(C)C)n2)cc1	0.3	6	-2	.	1.2	-7	10	-6	-4.7

Looked up above:
S=C(Nc1ccc2nsnc2c1)N1CCCC1 @ BioA inh: 9.3
Cc1ccccc1-n1c(SCC(=O)N/N=C/c2sccc2C)nc2ccccc2c1=O @ BoNT A protease: -0.7

Retrieved by structure from the entries so far (2):
SMILES	BoNT A protease	PrPC surface inh	CCHF vOTU inh	BioA inh	UGM FP inh	Mtb FBA inh	GDH-TPI counter	BoNT-F LC inh	FadD28 FP inh
CC(=O)N1CC(=O)N(Cc2ccccc2)/C(=C/c2ccccc2)C1=O	0.0	6	11	.	-1.0	-2	0	-1	-0.5
CC1CCCC(C)N1C(=O)COC(=O)c1ccco1 (configuration not stated)	0.2	3	17	-1.9	-2.6	-1	0	-8	-2.0
